# NS5 inhibitors: flavivirus cap methylation enzyme inhibition – biochemical, confirmation dose response, primary screen (AID 588689) | 340,000 compounds, 0.3% hits | Dengue-2 NS5 methyltransferase capping enzyme assay, biochemical; higher % means a stronger effect | inhibition, % at 25 µM, or IC50 in µM where a hit was titrated; in the data active = a potency from the dose series; inconclusive = inhibition above about 29% without an active follow-up result
# An asterisk follows results filed as active; ? = inconclusive. This is a subset (hit frequency here may not be typical).
NS5 inhibitors	structure
3%	COC(=O)C1=C/C=C\CN(C(c2ccccc2)c2ccccc2)/C=C\1C(=O)OC
-2%	COc1ccccc1N(CC(=O)N1CCN(Cc2ccccc2)CC1)S(=O)(=O)c1ccccc1
-2%	COc1ccc(-c2ccc(CN3C(C)C(=O)N(Cc4cn(CCC5OCCCO5)nn4)CCS3(=O)=O)cc2)cc1 (centres undefined)
-2%	Cc1ccc(S(=O)(=O)N2C[C@H]3C(=O)C[C@@H](c4cccc5ccccc45)N(S(=O)(=O)c4ccc(C)cc4)[C@H]3C[C@H]2c2ccc(Cl)cc2)cc1
-6%	CN(C)c1ccc(C(=N)Cc2ccc3ccccc3n2)cc1
1%	CC1CCCCC1NC(=O)CSc1ncnc2sccc12 (centres undefined)
10%	COc1ccc(/C=C2\SC(=Nc3ccccc3Cl)NC2=O)c(OC)c1
0%	CCCCCC(=O)N1C[C@H](n2cc(COC(=O)c3ccccc3)nn2)[C@@H](O)C[C@@H]1c1ccc(OC)cc1
-1%	Cc1ccc(-n2c(=O)c3c(c4cc(C)ccc4n3C)n(CC(=O)NCC3CCCO3)c2=O)cc1 (centres undefined)
5%	CC(=O)N1CCCc2cc(S(=O)(=O)N(C)CC(=O)Nc3ccccc3)ccc21
-2%	COc1ccc(C(=O)N[C@H](C(=O)Nc2cccc(S(=O)(=O)N3CCOCC3)c2)C(C)C)cc1
-10%	C[C@H]1CN([C@@H](C)CO)C(=O)CCCn2nncc2CO[C@H]1CN(C)S(=O)(=O)c1ccc2ccccc2c1

# Sorted by heavy-atom count (high to low): some entries from above
NS5 inhibitors	structure
-2%	COc1ccc(-c2ccc(CN3C(C)C(=O)N(Cc4cn(CCC5OCCCO5)nn4)CCS3(=O)=O)cc2)cc1 (centres undefined)
-2%	COc1ccccc1N(CC(=O)N1CCN(Cc2ccccc2)CC1)S(=O)(=O)c1ccccc1
-2%	COc1ccc(C(=O)N[C@H](C(=O)Nc2cccc(S(=O)(=O)N3CCOCC3)c2)C(C)C)cc1

# (further entries)
NS5 inhibitors	structure
1%	COc1cc(OC)cc(C(=O)Nc2cccc(NC(=O)c3cccs3)c2)c1
0%	CC(=O)c1ccc(N2CCN(C(=O)C(=O)c3cn(CC(=O)N4CCOCC4)c4ccccc34)CC2)cc1
-5%	C[C@@H]1CN([C@@H](C)CO)S(=O)(=O)c2ccc(Br)cc2O[C@H]1CN(C)C(=O)c1ccncc1
-2%	COc1cccc(-c2ccc3c(c2)O[C@@H](CN(C)Cc2cncnc2)[C@@H](C)CN([C@H](C)CO)S3(=O)=O)c1
6%	Cc1ccc(Cl)cc1NC(=O)CCS(=O)(=O)c1ccc2c(c1)n(C)c(=O)c(=O)n2C
1%	C[C@@H](NC(=O)c1ncn2c1C(=O)NC[C@@H]2C)c1ccccc1
-6%	C[C@H]1CN([C@@H](C)CO)C(=O)CCCn2cc(nn2)CO[C@@H]1CN(C)C(=O)Nc1ccccc1F
5%	C[C@H](CO)NC(=O)c1nc[nH]c1C(=O)N[C@@H](C)c1ccccc1
-4%	CC(C(=O)N1CCCC1)N(c1ccc(Cl)cc1)S(C)(=O)=O (centres undefined)
-3%	O=C(OCc1cn([C@H]2CN(C(=O)C3CCCCC3)[C@@H](c3ccccc3)C[C@@H]2O)nn1)c1ccccc1
-4%	CCOc1ccc(OCC(=O)Nc2cc(Cl)ccc2-n2cncn2)cc1
-2%	CCOC(=O)c1c(C)[nH]c(C(=O)OC(C)C(=O)Nc2ccc(C)cc2)c1C (centres undefined)

# Filtered by structure: the entries above with two or more sulfur atoms
NS5 inhibitors	structure
-2%	Cc1ccc(S(=O)(=O)N2C[C@H]3C(=O)C[C@@H](c4cccc5ccccc45)N(S(=O)(=O)c4ccc(C)cc4)[C@H]3C[C@H]2c2ccc(Cl)cc2)cc1
1%	CC1CCCCC1NC(=O)CSc1ncnc2sccc12 (centres undefined)

# Next section:
NS5 inhibitors	structure
3%	O=S(=O)(c1cnccc1N1CCN(CCO)CC1)N1CCCC1
-2%	C[C@H](NC(=O)c1ncn2c1C(=O)NC[C@H]2C)C(=O)OC(C)(C)C
-9%	CCCCCC(=O)N1C[C@H](n2cc(C3CC3)nn2)[C@@H](O)C[C@@H]1c1ccc(C)cc1
2%	CN(CC(=O)Nc1cccc(F)c1)C(=O)c1cccc(S(=O)(=O)N2CCN(Cc3ccccc3)CC2)c1
-7%	Cc1cc(C)cc(-n2nnc3ccccc3c2=O)c1
5%	CC1CCC(NC(=O)c2nn(C)c(=O)c3ccccc23)CC1 (centres undefined)
?	COc1cc(N)c2ncccc2c1SC
-1%	CC(C)COC(=O)N(C)C[C@@H]1OCc2cnnn2CCCC(=O)N([C@H](C)CO)C[C@@H]1C
-2%	Cc1cccc(C)c1NC(=O)CN1CCN(C(=O)CNC(=O)Cc2cccc3ccccc23)CC1
7%	Cn1c(-c2ccccc2)cc(=NNS(C)(=O)=O)c2cc(S(=O)(=O)O)ccc21
-6%	C[C@@H]1CN([C@@H](C)CO)C(=O)c2cc(NC(=O)C3CCCCC3)ccc2O[C@@H](C)CCCCO[C@@H]1CN(C)Cc1ccncc1
1%	O=C(CCC(C(=O)c1ccccc1)c1ccccc1)c1ccccc1 (centres undefined)

# Two entries from above, reformatted:
Molecule | NS5 inhibitors
CCCCCC(=O)N1C[C@H](n2cc(C3CC3)nn2)[C@@H](O)C[C@@H]1c1ccc(C)cc1 | -9%
CN(CC(=O)Nc1cccc(F)c1)C(=O)c1cccc(S(=O)(=O)N2CCN(Cc3ccccc3)CC2)c1 | 2%

# Single entries from above:
# Entry for `CC1CCC(NC(=O)c2nn(C)c(=O)c3ccccc23)CC1` (centres undefined) under NS5 inhibitors: 5%
# Entry for `O=S(=O)(c1cnccc1N1CCN(CCO)CC1)N1CCCC1` under NS5 inhibitors: 3%
# Entry for `O=C(CCC(C(=O)c1ccccc1)c1ccccc1)c1ccccc1` (centres undefined) under NS5 inhibitors: 1%
# Entry for `Cc1cccc(C)c1NC(=O)CN1CCN(C(=O)CNC(=O)Cc2cccc3ccccc23)CC1` under NS5 inhibitors: -2%

# The list continues.
NS5 inhibitors	structure
-1%	COc1ccc(CCn2c(C)cc(C(=O)COC(=O)c3ccc(O)cc3O)c2C)cc1
7%	CN(Cc1c(F)cccc1Cl)C(=O)COC(=O)Cn1cnc2ccccc2c1=O
-4%	Cc1ccc2c(c1)CCO[C@@]21O[C@H](CCO)C[C@H](O)[C@H]1O
-4%	CCN(CC(=O)Nc1cccc(F)c1)CC(=O)Nc1ccc2c(c1)OCCO2
-1%	CCN(CC)CCn1c(=S)[nH]c2cc(C(=O)NCCc3ccc(OC)c(OC)c3)ccc2c1=O
-5%	CC1C(=O)N(Cc2cn(CCC3OCCO3)nn2)CCS(=O)(=O)N1Cc1ccc(-c2ccc(Cl)c(Cl)c2)cc1 (centres undefined)
-1%	O=c1[nH]c2cc(Cl)cc([N+](=O)[O-])c2c2ccc(Cl)cc12
2%	N=c1c2ccccc2nc2n1CCCCC2
-9%	C[C@@H]1CN([C@H](C)CO)S(=O)(=O)c2ccc(-c3cccc(C(=O)N(C)C)c3)cc2O[C@H]1CN(C)C(=O)Nc1ccc(F)cc1
-6%	CC1CCN(C(=O)COC(=O)c2ccccc2NCCO)CC1
2%	COc1ccc2c(c1)Cc1c-2cc(Br)c(N)c1Br
-1%	CC(OC(=O)c1ccc2c(c1)OCO2)C(=O)NC1CCCCC1 (centres undefined)
6%	COC(=O)c1ccccc1NC(=O)CSc1nc2ccsc2c(=O)n1Cc1ccc(C(=O)O)cc1
-7%	N#CC1c2ccccc2-c2ccccc2N1C(=O)c1ccccc1 (centres undefined)
7%	CCCCNC(=O)c1cc2nc(-c3ccc(OC)cc3)cc(C(F)(F)F)n2n1
-1%	COc1cccc(C=Cc2nccc3ccccc23)c1OC
3%	COc1cc2ccnc(C=O)c2cc1OC
-6%	COC(=O)[C@H]1C[C@@]2(O)CN(S(=O)(=O)c3ccc(C)cc3)C[C@@]2(OC(=O)NCc2ccccc2)C[C@H]1C(=O)OC
-4%	COc1ccc(CCn2nnc3ccccc3c2=O)cc1OC
-1%	C[C@@H]1CN([C@H](C)CO)C(=O)CCCn2nncc2CO[C@H]1CN(C)S(C)(=O)=O
-8%	C[C@H]1CN([C@@H](C)CO)C(=O)c2cc(Br)cnc2O[C@@H]1CN(C)S(C)(=O)=O
3%	COCc1ccc(C(=O)N2CCCC(N(C)CCc3ccccc3)C2)s1 (centres undefined)
-1%	O=C(CCNC(=O)c1ccccc1Cl)Nc1ccc2c(c1)OCCO2
-3%	COc1cc(C(=O)NC2CC(C)CC(C)(C)C2)cc(OC)c1OC (centres undefined)
-14%	Cc1ccccc1OCCC(=O)OCC(=O)Nc1ccc(C)c(S(=O)(=O)N2CCCCC2)c1
9%	O=C(C[C@H]1C(=O)N(c2ccc(Br)cc2)C[C@@H]1Cc1ccccc1)Nc1ccccc1
-7%	CC(C)CC1C(=O)N(Cc2cn(CCC3OCCCO3)nn2)CCS(=O)(=O)N1Cc1ccc(-c2ccc(Cl)c(Cl)c2)cc1 (centres undefined)
-5%	O=C(Nc1ccccc1F)c1nc[nH]c1C(=O)NCc1ccccc1
-1%	CCN1C(=O)[C@H]2[C@@H](c3ccc(C(F)(F)F)cc3)N[C@]3(CCCN(Cc4ccc(OC)cc4)C3=O)[C@H]2C1=O
0%	CC(C)N1CC2(CC(c3ccccc3C(F)(F)F)=NO2)CN1C(=O)c1ccco1 (centres undefined)
1%	CCOc1ccc(CCNC(=O)COC(=O)c2[nH]c(C)c(C(C)=O)c2C)cc1OCC
-3%	C[C@@H]1CN([C@H](C)CO)C(=O)CCCn2cc(nn2)CO[C@H]1CN(C)C(=O)Nc1cccc(C(F)(F)F)c1
4%	COCOCCn1cc(CN2CCS(=O)(=O)N(Cc3ccc(-c4cccc(N(C)C)c4)cc3)C(C(C)C)C2=O)nn1 (centres undefined)
-4%	O=C(COC(=O)COc1ccc(Cl)cc1Br)NC1CCCC1
-6%	C[C@@H]1CCCCO[C@H](CN(C)C(=O)c2ccncc2)[C@H](C)CN([C@@H](C)CO)C(=O)c2cc(NC(=O)c3ccccc3)ccc2O1
9%	COc1ccc(C(=O)NCC(c2ccco2)N2CCOCC2)cc1 (centres undefined)
-7%	CCNc1ccc(S(=O)(=O)N2CCOCC2)cc1NCC(=O)Nc1cccc(Br)c1
-3%	O=C(NNC(=O)c1cccs1)c1ccccn1
-2%	Cc1nn(-c2ccccc2)c(C)c1C(=O)OCC(=O)Nc1ccc(C(N)=O)cc1
-5%	Cc1ccc([C@H]2C[C@H](O)[C@@H](n3cc(COC(=O)c4ccccc4)nn3)CN2Cc2cccs2)cc1
2%	CCc1ccc([C@@H]2C[C@H]3[C@@H](CN2S(=O)(=O)c2ccc(C)cc2)C(=O)C[C@@H](c2ccc(C)cc2)N3S(=O)(=O)c2ccc(C)cc2)cc1
5%	N#CC1=C2CCCCC2(O)NC1=O (centres undefined)
5%	Cc1ccc(S(=O)(=O)N2CCN(C(=O)c3cc(C4CC4)nn3-c3ccccc3)CC2)cc1
-2%	c1ccc(-c2nn3c(-c4ccccc4)nnc3o2)cc1
7%	Cc1ccc2nc3n(c(=O)c2c1)-c1cc2ccccc2cc1C(=O)NC3CC(C)C (centres undefined)
-2%	COc1ccc(OC)c(NC(=O)COC(=O)c2ccc(S(=O)(=O)N3CCCCC3)cc2)c1
-1%	CCOC(=O)C1=C(COC(=O)Cc2ccccc2[N+](=O)[O-])NC(=O)NC1C (centres undefined)
-2%	COc1ccc(Br)cc1C=NNS(=O)(=O)c1ccc(C)cc1
-2%	COc1cc2ccc(C(C)=O)cc2cc1OC
-3%	CC12CCC(CC1O)C2C(=O)O (centres undefined)
1%	COc1cccc(-c2cc(N3CCN(C(=O)c4ccoc4)CC3)n3nc(-c4cccc(Cl)c4)cc3n2)c1
5%	CC(CN1CC(=O)NC(=O)C1)N1CC(=O)NC(=O)C1 (centres undefined)

# Screening data deposited in PubChem BioAssay by Southern Research Specialized Biocontainment Screening Center.
